ANO1 block: TMEM16A chloride channel inhibitors, primary screen, cell-based, HTS. AID 588511, 2011. actives 1.2% (n = 310,000). HEK293 TMEM16A/YFP iodide influx fluorescence, ionomycin. normalized B-score (activity score, 25-100; higher = stronger inhibition) at 10 µM;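 active = ratio plate-corrected score three or more library SD toward inhibition, starting fluorescence score within five deviations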;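 also: score derived from kinetic fluorescence span divided by baseline fluorescence per well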
MrgX1 PAM: positive allosteric modulators of MrgX1, primary screen, HEK293 cells, Fluo-4 calcium flux; B-score at 10 µM; FDSS; active compounds read high; actives 0.63% (n = 310,000);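 active = plate-corrected calcium response at least 3 library SD above typical, normal starting fluorescence, not activating the receptor alone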;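 also: compound read alongside a low EC10 to EC30 dose of BAM8-22 agonist; peak minus trough fluorescence over baseline measured at the second addition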
TRPC6 activator: mouse TRPC6 channel activators, primary screen, cell-based, HEK293, membrane potential dye; Short transient receptor potential channel 6 (Mus musculus), Q61143; HEK293-TRPC6 membrane potential dye fluorescence; active compounds read high; B-score at 10 µM; actives 0.13% (n = 310,000); AID 2550, 2010;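 active = B-score of the integrated fluorescence ratio above library mean plus 3 SD, and starting fluorescence ratio within library mean plus 5 SD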;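 also: higher score means more depolarization so channel activation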
SKKanGAS inh: S. pyogenes SKKanGAS growth inhibitors in kanamycin, primary screen, streptokinase expression inhibitor project, SKKanGAS strain, BacTiter-Glo luminescence; 6 h; inhibition, % at 7.5 µM; actives 1.3% (n = 300,000);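 active = mean replicate score, as percent of positive control median, at least 50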;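 also: strain carries kanamycin resistance gene driven by streptokinase promoter and grows in 40 µg/ml kanamycin; loss of luminescence reflects streptokinase promoter inhibition or plain growth inhibition; 0% = median of DMSO wells and 100% = positive control at its reference dose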
TRPC4 PAM: positive allosteric modulators of TRPC4, primary screen, cell-based, mouse TRPC4beta, HEK293 mu-opioid, Fluo-4 calcium; AID 2227, 2009; B-score at 10 µM; actives 0.42% (n = 310,000); DAMGO EC20, Fluo-4 Ca2+ flux; active compounds read high;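 active = B-score of calcium response area above 5 SD of library B-scores, with initial fluorescence ratio within 5 SD of library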;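 also: B-score of integrated fluorescence ratio over time as area under calcium response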
Target sequence (Q9QUQ5 whole entry, looked up): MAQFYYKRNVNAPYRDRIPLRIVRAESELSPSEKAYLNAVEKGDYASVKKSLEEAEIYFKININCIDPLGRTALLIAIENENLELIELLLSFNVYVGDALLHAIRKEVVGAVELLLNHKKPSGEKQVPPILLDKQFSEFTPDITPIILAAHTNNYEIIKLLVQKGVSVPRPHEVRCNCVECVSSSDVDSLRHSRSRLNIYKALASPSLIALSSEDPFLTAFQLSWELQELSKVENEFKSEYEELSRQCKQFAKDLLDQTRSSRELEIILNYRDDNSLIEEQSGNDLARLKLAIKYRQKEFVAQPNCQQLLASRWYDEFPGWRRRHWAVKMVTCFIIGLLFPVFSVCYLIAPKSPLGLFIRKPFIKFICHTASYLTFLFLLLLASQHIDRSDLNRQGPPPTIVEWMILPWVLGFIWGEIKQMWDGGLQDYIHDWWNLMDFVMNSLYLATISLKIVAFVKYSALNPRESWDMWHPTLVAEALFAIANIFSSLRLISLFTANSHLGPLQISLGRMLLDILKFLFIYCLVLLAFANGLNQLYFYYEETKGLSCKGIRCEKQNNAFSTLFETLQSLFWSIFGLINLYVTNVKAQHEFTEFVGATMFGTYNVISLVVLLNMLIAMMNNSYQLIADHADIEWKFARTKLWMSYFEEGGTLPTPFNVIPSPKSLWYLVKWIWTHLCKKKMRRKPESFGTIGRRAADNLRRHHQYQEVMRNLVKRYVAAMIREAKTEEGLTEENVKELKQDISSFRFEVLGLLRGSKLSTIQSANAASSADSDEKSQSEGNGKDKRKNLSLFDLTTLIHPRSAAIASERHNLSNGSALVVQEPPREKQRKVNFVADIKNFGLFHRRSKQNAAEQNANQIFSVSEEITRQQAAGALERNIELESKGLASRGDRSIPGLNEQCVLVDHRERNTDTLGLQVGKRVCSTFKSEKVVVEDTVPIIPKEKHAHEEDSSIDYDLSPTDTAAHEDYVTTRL
MrgX1 ag: agonists of human MrgX1 receptor, primary screen, HEK293 cells, Fluo-4 calcium flux; Mas-related G-protein coupled receptor member X1 (Homo sapiens), Q96LB2; Fluo-4 calcium fluorescence, agonist mode; active compounds read high; actives 0.44% (n = 310,000); B-score at 10 µM; AID 588627, 2011;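 active = calcium response B-score plate-corrected fluorescence ratio at least 3 library SD, with starting fluorescence B-score inside 5 SD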
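Test system: Stable human MrgX1 HEK293 cell line | Schedule: Overnight plating before 1 h dye loading | Read-out basis: Baseline-normalised fluorescence change ratio, B-scored | Detection: Kinetic calcium dye fluorescence, Fluo-4 NW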
TRPC4 agonist: activators of mouse TRPC4 channel, primary screen, Fluo4 calcium, HEK293 TRPC4beta/mu-opioid cells; Fluo4 calcium fluorescence; active compounds read high; B-score at 10 µM; actives 0.49% (n = 310,000);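 active = B-score above 5 SD of library B-scores, and initial fluorescence ratio not above library mean plus 5 SD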;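 also: positive B-score marks a calcium rise read as TRPC4 activation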
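Assay system: HEK293 stable line with TRPC4beta plus mu-opioid receptor; schedule: 45 min room-temperature Fluo4 loading, 110 s read; technique: kinetic Fluo4 calcium fluorescence; evaluation: integrated baseline-normalised fluorescence ratio, converted to per-well B score; controls: buffer (low) and maximal DAMGO (high)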
TMEM16A act: TMEM16A chloride channel activators or potentiators, primary screen, cell-based, HTS | Anoctamin-1 (Mus musculus), Q8BHY3 | HEK293 TMEM16A/YFP-H148Q/I152L, iodide quench fluorescence; active compounds read low | actives 0.3% (n = 340,000) | B-score at 10 µM;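 active = fluorescence-ratio B-score plate-corrected deviation score at least 3 library SD below zero, with starting fluorescence score within 5 deviations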;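 also: channel opened by trigger with iodide after compound preincubation; score built on the fluorescence ratio of max minus min over baseline; more negative score means more quench and so TMEM16A activation or potentiation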
TRPC6 inh: mouse TRPC6 channel inhibitors, primary screen, cell-based, HEK293, membrane potential dye | Short transient receptor potential channel 6 (Mus musculus), Q61143 | ACh-evoked depolarization; active compounds read low | B-score at 10 µM | actives 1.1% (n = 310,000) | AID 2553, 2010;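 active = B-score under library mean minus 3 SD, initial fluorescence not abnormally high, positive integrated signal ratio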;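 also: B-score derived from integrated fluorescence ratio over the kinetic read; more negative B-score means stronger inhibition of depolarization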
MrgX1 antag: antagonists of human MrgX1 receptor, primary screen, HEK293 cells, Fluo-4 calcium flux | actives 1.3% (n = 310,000) | Mas-related G-protein coupled receptor member X1 (Homo sapiens), Q96LB2 | B-score at 10 µM | AID 588676, 2011 | BAM8-22 antagonism; active compounds read low;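 active = calcium-response B-score plate-corrected more than 3 library SD below zero, starting fluorescence within 5 deviations, no agonist response on first addition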;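 also: peak minus trough fluorescence over baseline after final BAM8-22 challenge near maximal dose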
TRPC4 inh: inhibitors of mouse TRPC4 channel, primary screen, Fluo4 calcium, HEK293 TRPC4beta/mu-opioid cells. DAMGO-evoked Fluo4 calcium flux; active compounds read low. B-score at 10 µM. actives 0.39% (n = 300,000). AID 2247, 2010;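 active = B-score over 3 SD under the library average, no early fluorescence shift, positive overall ratio signal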
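Assay system – HEK293 line stably carrying TRPC4beta and mu-opioid receptor · Doses – single dose · Detection – Fluo4 calcium-dye fluorescence, kinetic read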
Numbers without * were called inactive; i = inactive; . = not tested or not shown.

Compound	ANO1 block	MrgX1 PAM	TRPC6 activator	SKKanGAS inh	TRPC4 PAM	MrgX1 ag	TRPC4 agonist	TMEM16A act	TRPC6 inh	MrgX1 antag	TRPC4 inh
O=C1c2ccccc2-c2nc3ccccc3nc21	i	i	i	13.0	i	i	i	i	i	i	i
Cc1ccc2[nH]c(=O)c(CN(CCCN3CCOCC3)C(=O)Nc3ccc(Cl)cc3)cc2c1	i	i	i	-1.4	i	i	i	i	i	i	i
CCCNC(=O)c1c(C)cc(=O)oc1C	i	i	i	0.6	i	i	i	i	i	i	i
N#CCCN(C(=O)COC(=O)c1nc(Cl)ccc1Cl)c1ccccc1	i	i	i	-1.8	i	i	i	i	i	i	i
CC(=O)C1=C(O)C(=O)N(c2ccc(C(=O)O)cc2)C1c1ccccc1 (centres undefined)	i	i	i	-4.2	i	i	i	-13.8*	i	i	i
O=C(CN1CCCCC1)N1c2ccccc2Sc2ccc(C(F)(F)F)cc21	i	i	.	.	.	i	.	i	.	i	.
O=C(Nc1ccccc1C(F)(F)F)Nc1cccc2ccccc12	i	i	i	-6.0	i	i	i	i	i	i	i
OC(COc1ccccc1)CN1C2=NCCCN2c2ccccc21 (centres undefined)	i	i	i	0.5	i	i	i	.	i	i	-5*
CC(C)C[C@@H](CO)N1CCN(Cc2ccccc2)CCC1=O	i	i	i	1.7	i	i	i	i	i	i	i
CCn1cc(C(=O)NCC(OC)OC)c(=O)c2cc(S(=O)(=O)N3CCCC3)ccc21	i	i	i	0.2	i	i	i	i	i	i	i
COc1ccc2nc(NC(=O)c3ccccc3C(=O)O)sc2c1	i	i	i	-0.5	i	i	i	i	i	i	i
CCOC(=O)C(CC)n1nc(C)n2c(cc3sccc32)c1=O (centres undefined)	i	i	i	2.4	i	i	i	i	i	i	i
OC(Cn1cncn1)(c1ccc(F)cc1)c1ccc(Cl)cc1 (centres undefined)	i	i	i	1.4	i	i	i	i	i	i	i
CCn1c(SCC(=O)Nc2ccc(C)cc2)nc(O)cc1=O	i	i	i	31.2	i	i	i	i	i	i	i
COc1ccc(CN2CC(C(=O)NCCC3=CCCCC3)CC2=O)cc1 (centres undefined)	i	i	i	9.9	i	i	i	i	i	i	i
COc1ccccc1C(=O)N/C(=C\c1ccc(Br)cc1)C(=O)NCC(=O)O	i	i	i	-17.2	i	i	i	i	i	i	i
CCCC(=O)NC(=S)Nc1ccc(S(=O)(=O)N2CCc3ccccc32)cc1	i	i	i	3.1	i	i	i	i	i	i	i
Cc1ccc(Sc2ncccc2C(=O)O)cc1	i	i	i	1.1	i	i	i	i	i	i	i
Cc1cccc(C(=O)NNC(=O)c2ccc(NC(=O)C(C)(C)C)cc2)c1	i	i	i	6.5	i	i	i	i	i	i	i
CCCCNS(=O)(=O)c1ccc2nc(SCC(=O)Nc3ccccc3Cl)[nH]c2c1	i	i	i	-8.1	i	i	i	i	i	i	i
C(=C\c1nccc2c1[nH]c1ccccc12)/c1ccccc1	i	i	i	9.2	i	i	i	i	i	i	i
NC(=O)c1sc2nc(N3CCOCC3)c3c(c2c1N)CCCC3	i	i	i	-1.2	i	i	i	i	i	i	i
CCC(C)NS(=O)(=O)c1cc2c3c(c1)CCC(=O)N3CCC2 (centres undefined)	i	i	i	-1.1	i	i	i	i	i	i	i
CCCCC(C(=O)NC1CCCC1)N(C(=O)c1snc(C(N)=O)c1N)c1ccc(OCC)cc1 (centres undefined)	i	i	i	2.1	i	i	i	i	i	i	i
CCOC(=O)c1sc(NC(=O)c2ccccc2)cc1C	i	i	i	-2.1	i	i	i	i	i	i	i
Cc1ccc2ncnc(NCCC(=O)O)c2c1	i	i	i	2.4	i	i	i	i	i	i	i
CC1CN(S(=O)(=O)c2ccc(F)cc2)C(C)N1C(=O)N1CCOCC1 (centres undefined)	i	i	i	-5.7	i	i	i	i	i	i	i
CCCCSC1(SCCCC)N=C(N)C2(C#N)C(c3ccccc3)NC(C)=CC12C#N (centres undefined)	i	i	i	1.1	i	i	i	i	i	i	i
O=C1c2cccc([N+](=O)[O-])c2C(=O)N1c1cccnc1	i	i	i	-14.4	i	i	i	i	i	i	i
COc1ccccc1N1CCN(C2CCCC(C)C2)CC1 (centres undefined)	i	i	i	-2.4	i	i	i	i	i	i	i
Cc1ccc(C)c(NC(=O)CCNS(=O)(=O)c2ccc3[nH]c(=O)oc3c2)c1	i	i	i	0.4	i	i	i	i	i	i	i
O=C(CSCc1ccccc1)N1CCN(C(=O)c2ccco2)CC1	i	i	i	-2.5	i	i	i	i	i	i	i
COc1ccccc1C(=O)Nc1cccc(S(=O)(=O)N2CCCC2)c1	i	i	i	-5.3	i	i	i	i	i	i	i
O=C(NC1CCCC1)C(c1ccccc1)N(C(=O)c1ccno1)c1cccnc1 (centres undefined)	i	i	i	-2.1	i	i	i	i	i	i	i
Cc1ccc(NC(=O)CCS(=O)(=O)c2ccc3nc(C)sc3c2)cc1	i	i	i	2.0	i	i	i	i	i	i	i
Cn1cc(CN(Cc2ccccn2)C[C@@H]2CCC(=O)N2)c(-c2ccccc2F)n1	i	i	i	-3.4	i	i	i	i	i	i	i
CCC(Sc1nccn1C)C(=O)Nc1ccc(Cl)cn1 (centres undefined)	i	i	i	.	i	i	i	i	i	i	i
N#Cc1c2c(c(NCCOCCO)n3c1nc1ccccc13)CCCC2	i	i	i	-0.1	i	i	i	i	i	i	i
O=c1c(-c2ccccc2)c1-c1ccccc1	.	.	i	0.6	i	.	i	.	i	.	i
NC(=O)Cn1c(S(=O)(=O)Cc2ccccc2)nc2ccccc21	i	i	i	-0.1	i	i	i	i	i	i	i
COC(=O)c1ccccc1N=Nc1c(N)[nH][nH]c1=O	i	i	i	6.8	82*	i	47*	i	i	i	i
O=C(O)COc1ccccc1/C=N/NC(=O)c1cc(-c2ccc(Cl)cc2)nc2ccccc12	i	i	i	10.3	i	i	i	i	i	i	i
COc1cc(NC2=CC(=O)CC(C)(C)C2)cc(OC)c1OC	i	i	i	.	i	i	i	i	i	i	i
COc1cc(OC)cc(C(=O)N/N=C(\C)CC(=O)Nc2ccccn2)c1	i	i	i	2.5	i	i	i	i	i	i	i
CCCCc1ccc(/C(C)=N/NC(=O)C2CCCC2)cc1	i	i	i	3.6	i	i	i	i	i	i	i
CN(CC(=O)Nc1cccc(F)c1)C(=O)c1ccccc1CCc1ccccc1	i	i	i	0.3	i	i	i	i	i	i	i
S=C(CN1CCCC1=S)NCCc1ccccc1	i	i	i	4.1	i	i	i	i	i	i	i
CN1CCN(Cc2nc3c(c(=O)[nH]c(=O)n3C)n2CCc2ccccc2)CC1	i	i	i	-0.6	i	i	i	i	i	i	i
NC(=O)c1ccccc1N=Cc1ccc2ccccc2c1	i	i	i	-1.6	i	i	i	i	i	i	i
CSC1=NCCN1C(=O)c1c(F)cccc1F	i	i	i	-2.1	i	i	i	i	i	i	i

Molecules listed so far that have fluorine:
Compound	ANO1 block	MrgX1 PAM	TRPC6 activator	SKKanGAS inh	TRPC4 PAM	MrgX1 ag	TRPC4 agonist	TMEM16A act	TRPC6 inh	MrgX1 antag	TRPC4 inh
O=C(CN1CCCCC1)N1c2ccccc2Sc2ccc(C(F)(F)F)cc21	i	i	.	.	.	i	.	i	.	i	.
O=C(Nc1ccccc1C(F)(F)F)Nc1cccc2ccccc12	i	i	i	-6.0	i	i	i	i	i	i	i
OC(Cn1cncn1)(c1ccc(F)cc1)c1ccc(Cl)cc1 (centres undefined)	i	i	i	1.4	i	i	i	i	i	i	i
CC1CN(S(=O)(=O)c2ccc(F)cc2)C(C)N1C(=O)N1CCOCC1 (centres undefined)	i	i	i	-5.7	i	i	i	i	i	i	i
Cn1cc(CN(Cc2ccccn2)C[C@@H]2CCC(=O)N2)c(-c2ccccc2F)n1	i	i	i	-3.4	i	i	i	i	i	i	i
CN(CC(=O)Nc1cccc(F)c1)C(=O)c1ccccc1CCc1ccccc1	i	i	i	0.3	i	i	i	i	i	i	i
CSC1=NCCN1C(=O)c1c(F)cccc1F	i	i	i	-2.1	i	i	i	i	i	i	i

The listing continues:
Compound	ANO1 block	MrgX1 PAM	TRPC6 activator	SKKanGAS inh	TRPC4 PAM	MrgX1 ag	TRPC4 agonist	TMEM16A act	TRPC6 inh	MrgX1 antag	TRPC4 inh
CCOc1cccc(SCc2noc(C(=O)NC(C)C)c2C(=O)O)c1	i	i	i	4.5	i	i	i	.	i	i	i
CCOc1ccc(NC(=S)NC(=O)/C=C/c2ccc(OC)c(OC)c2)c([N+](=O)[O-])c1	i	i	i	10.8	i	i	i	i	i	i	i
CCOC(=O)C1CCN(C2=NC(=O)/C(=C/c3ccc(OC)c(OC)c3)S2)CC1	i	i	i	-0.4	i	i	i	i	i	i	i
CN(C(=O)CC1C(=O)NCCN1Cc1ccc(F)c(F)c1)C1CCOCC1 (centres undefined)	i	i	i	0.9	i	i	i	i	i	i	i
O=C(NN=C1CCN(Cc2ccccc2)CC1)c1cc(Br)ccc1O	i	i	i	-12.5	i	i	i	i	i	i	i
COc1cccc(NC(=O)CSc2nnc3cc(C)nc(N)n23)c1	i	i	i	7.3	i	i	i	i	i	i	i
Cc1ccccc1/C(N)=N/OC(=O)c1cccs1	i	i	i	-3.5	i	i	i	i	i	i	i

Screening data deposited in PubChem by several laboratories.
